# N370S GC: qHTS Assay for Inhibitors and Activators of N370S glucocerebrosidase as a Potential Chaperone Treatment of Gaucher Disease; Lysosomal acid glucosylceramidase (Homo sapiens), P04062; N370S GC spleen homogenate, 4MU-glucoside fluorescence; Potency, µM (titrated, usually from 59.4 µM), without a hit: at the highest dose activity change, negative = inhibition, actives largely listed as inhibitors; 0.092% of 330,000 active;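 also: 0% = full enzyme activity and -100% = no enzyme basal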
# FEN1 inhibitor: qHTS Assay for the Inhibitors of Human Flap endonuclease 1 (FEN1). P39748. Potency, µM (titrated, usually from 114 µM), without a hit: at the highest dose activity change, negative = inhibition, hits mostly inhibitors. Recombinant FEN1 flap cleavage, fluorescence, 15 min. 0.35% of 390,000 active; also: nearly all actives have a fitted effect of over 65% in size
# Target sequence (P39748 whole entry, looked up): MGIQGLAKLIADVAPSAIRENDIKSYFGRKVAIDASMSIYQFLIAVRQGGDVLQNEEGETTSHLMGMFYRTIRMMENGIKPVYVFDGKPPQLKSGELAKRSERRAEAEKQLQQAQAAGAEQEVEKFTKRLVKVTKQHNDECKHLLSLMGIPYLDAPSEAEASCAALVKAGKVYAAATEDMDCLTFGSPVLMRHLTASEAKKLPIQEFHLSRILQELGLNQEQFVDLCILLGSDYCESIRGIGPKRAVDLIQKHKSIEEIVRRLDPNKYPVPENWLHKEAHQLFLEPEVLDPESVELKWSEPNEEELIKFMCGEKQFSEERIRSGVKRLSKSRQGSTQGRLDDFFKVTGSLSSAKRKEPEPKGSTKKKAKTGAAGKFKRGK
#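 Read-out was taken twice, immediately and after 15 min, following addition of 50 nM substrate to 10 nM FEN1 that had sat with test compound for 15 min at room temperature. Curves came from a four-parameter Hill model.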
# TDP1 block: qHTS Assay for Inhibitors of Tyrosyl-DNA Phosphodiesterase (TDP1); recombinant TDP1, AlphaScreen DNA substrate cleavage; Potency, µM (doses to about 130 µM), inactives show at the highest dose activity change, negative = inhibition, actives largely listed as inhibitors; 0.28% of 350,000 active; AID 485290, 2010; also: nearly all actives have a fitted effect of over 40% in size
# Target sequence (Q9NUW8 whole entry, looked up): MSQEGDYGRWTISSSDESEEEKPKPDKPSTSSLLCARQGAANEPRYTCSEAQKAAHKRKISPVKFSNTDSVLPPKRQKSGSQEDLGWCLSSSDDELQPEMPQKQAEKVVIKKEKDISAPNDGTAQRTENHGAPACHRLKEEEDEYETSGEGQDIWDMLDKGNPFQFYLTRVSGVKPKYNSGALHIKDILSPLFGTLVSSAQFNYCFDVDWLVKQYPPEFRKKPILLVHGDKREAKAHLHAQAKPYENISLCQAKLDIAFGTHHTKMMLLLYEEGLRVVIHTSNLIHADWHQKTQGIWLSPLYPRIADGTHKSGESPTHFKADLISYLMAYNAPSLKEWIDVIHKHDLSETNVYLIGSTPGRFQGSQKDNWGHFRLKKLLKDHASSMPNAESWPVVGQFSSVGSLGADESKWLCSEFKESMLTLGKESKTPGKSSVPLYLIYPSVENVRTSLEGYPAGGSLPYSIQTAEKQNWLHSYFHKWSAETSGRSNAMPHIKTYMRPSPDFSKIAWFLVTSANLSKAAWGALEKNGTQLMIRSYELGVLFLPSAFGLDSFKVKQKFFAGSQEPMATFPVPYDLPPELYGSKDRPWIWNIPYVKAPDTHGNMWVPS
#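 E. coli-derived human Tdp1, 1 nM final. Cpd preinc 15 min RT; substrate 15 nM final, 5 min RT; AS bead mix 10 ug/ml final, 10 min RT. Signal loss = tyrosine-FITC cleavage. No-enzyme wells = max signal.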
# * hit, by the source's call; ? = inconclusive; . = no result given; [ ] = remark or other dose. Calls follow the shape of the dose curve; as a rule, active = well fitted curve in the direction sought with a large enough effect; inconclusive = small, poorly fitted or top-dose-only effect, or another doubt; inactive = no such curve, though single readings can be large; an effect the other way counts as inactive or inconclusive. Unless noted, % is scaled to controls: 0 for no effect and ±100 for the full control effect; potency is read from the fitted curve at half-maximal effect. Not a hit list, and some 0.53% of all compounds hit somewhere here.
N370S GC	SMILES	FEN1 inhibitor	TDP1 block
1%	Cc1cc2nnc(SCC(=O)N3CCOCC3)n2c2ccccc12	-6%	-1%
-1%	O=C(NCc1cccnc1)NC1(c2ccccc2)CC1	15%	2%
-18%	NC(=O)c1ccc(-n2nnnc2SCc2ccc(F)cc2)cc1	3%	-1%
-10%	CC(=O)Oc1ccccc1C(=O)N1CCN(S(=O)(=O)c2ccc3ccccc3c2)CC1	-3%	.
-6%	CC1(C)Cc2c(c(N3CCCC3)nc3sc4c(N5CCNCC5)ncnc4c23)CO1	-13%	5%
4%	Cc1ccc2oc(=O)c3cnn(CC(=O)N4CCCCC4C)c3c2c1 (stereo unspecified)	-14%	3%
7%	Cc1ccc(S(N)(=O)=O)cc1NC(=O)/C=C/c1ccc2c(c1)OCO2	-12%	0%
-14%	CCOC(=O)c1nnn(-c2nonc2N)c1-c1ccc(Br)cc1	-15%	-2%
.	CCc1ccc(CNC(=O)CSc2cc(=O)n(CC)c3ccccc23)cc1	20%	-1%
-10%	CN(C)S(=O)(=O)c1ccc(NC(=O)Cn2c(-c3ccccc3)noc2=O)cc1	8%	8%
21%	O=C(c1ccc2c(c1)OCO2)[C@@H]1[C@@H]2C(=O)N(C3CCCCC3)C(=O)[C@@H]2C2c3ccccc3C=CN21 (stereo partly specified)	-4%	8%
23%	COCCNc1nc2ccccc2nc1NS(=O)(=O)c1ccc(C)cc1C	-8%	2%
-10%	CCCN1CCC(NC(=O)CCc2nnc(-c3ccccc3)o2)CC1	2%	0%
9%[12.8 µM]	COC(=O)C/C=C/C(C)C(OCc1cccc(-c2ccccc2)c1)C1CCCCC1 (stereo unspecified)	.	-6%[21 µM]
.	COc1ccc(C(=O)COC(=O)[C@@H](NS(=O)(=O)c2ccccc2)C(C)C)cc1	-7%	0%

# Later entries.
N370S GC	SMILES	FEN1 inhibitor	TDP1 block
14%	COc1ccccc1C(=O)Nc1ccc(Oc2nnc(-c3ccc(C)cc3)c3ccccc23)cc1	15%	5%
-9%	CCc1nnc(NS(=O)(=O)c2ccc(NC(=O)c3ccc(S(=O)(=O)N(CC)CC)cc3)cc2)s1	-4%	.
.	O=C(Nc1cc(F)ccc1F)C1CCN(C(=O)c2cnn(-c3ccccc3)c2-n2cccc2)CC1	7%	0%
-1%	CC(=O)Nc1sc(-c2ccc(Cl)cc2)nc1-c1ccccc1	15%	.
.	CCN1CCN(c2oc(/C=C/c3ccc(OC)c(OC)c3)nc2C#N)CC1	-2%	0%
?	O=C(OCCNc1nc(-c2ccccc2)nc2ccccc12)c1ccncc1	-19%	5%
16%	CC(C)CCC(O)(CCC(C)C)C(=O)NN1CCCCC1	-4%	5%
4%	CCNc1ccc(S(=O)(=O)N(C)C)cc1NCC(=O)Nc1ccccc1Cl	-6%	1%
11%	C=CCn1c(/N=C/c2ccc3c(c2)OCO3)nc2ccccc21	-2%	2%
-3%	O=C(COc1cc2oc(=O)cc(-c3ccccc3)c2cc1Cl)NCC1CCC(C(=O)O)CC1 (stereo unspecified)	0%	.
1%	O=C(NCCCN1CCOCC1)C(=O)N/N=C/c1ccccc1Cl	-8%	.
-2%	CCOc1ccc(S(=O)(=O)NCCC(=O)OCC(=O)c2ccc(NC(C)=O)cc2)cc1	-1%	.
2%	Cc1ccc(NC(=O)C(NC2CCCc3ccccc32)c2ccccc2)cc1Cl (stereo unspecified)	-12%	2%
1%	c1ccc(Oc2ccc(-c3ccn[nH]3)cc2)cc1	0%	0%
-8%	Cc1cc(C)c(NC(=O)c2cccc3c2C(=O)N(C2CCCCC2)C3)c(C)c1	-23%	2%

# The list continues.
N370S GC	SMILES	FEN1 inhibitor	TDP1 block
0%	COc1cccc(CNc2ccc3c(c2)nc(C)n3C)c1OC	-4%	4%
8%	Cc1cccc(-n2c(C)cc(C(=S)N3CCOCC3)c2C)c1C	5%	3%
24%	CCC1=C/C(=C\c2ccc3c(c2)OCO3)C(=O)S1	.	-2%
11%	Cc1c(NC(=O)c2cccc(F)c2)c(=O)n(-c2ccccc2)n1C	-1%	0%
-5%	CCN(C(=O)COC(=O)c1c(C)c(-c2ccccc2)nc2ccccc12)C1CCS(=O)(=O)C1 (stereo unspecified)	11%	.
-4%	O=C(Nc1ccccc1F)C1CCN(S(=O)(=O)c2cccnc2)CC1	-10%	0%
-11%	CC(C)CN(CC(C)C)CC(O)CN(c1ccccc1)S(=O)(=O)c1ccccc1[N+](=O)[O-] (stereo unspecified)	-30%	6%
.	Cn1c2ccccc2c2cnn(CC(=O)N3CCN(c4cccc(C(F)(F)F)c4)CC3)c(=O)c21	7%	3%
.	CC(C)C(OC(=O)c1nsc(Cl)c1Cl)C(=O)NCc1ccc2c(c1)OCO2 (stereo unspecified)	0%	1%
-4%	COc1cc(OC)c(C2Nc3ccccc3NC3=C2C(=O)CC(C)(C)C3)cc1OC (stereo unspecified)	17%	1%
6%	O=C(Cn1nnc(-c2ccccc2)n1)N1CCN(S(=O)(=O)c2ccc(Cl)cc2)CC1	-3%	4%
27%	S=c1[nH]nc(-c2cccs2)n1/N=C/c1cn(-c2ccccc2)nc1-c1ccc(Cl)cc1	-13%	.
?	CCC(C)N(C(=O)Cn1nnc(-c2ccc(Cl)cc2)n1)C1CCS(=O)(=O)C1 (stereo unspecified)	-5%	-4%
-7%	COc1ccc(NS(=O)(=O)c2cc(NC(=O)c3cc(=O)c4ccccc4o3)ccc2OC)cc1	-13%	2%
-1%	Cn1nccc1C(=O)N1CCCC(N2CCN(Cc3ccc4c(c3)OCO4)CC2)C1 (stereo unspecified)	15%	4%

# Some of the entries so far, with values under each structure.
# Results follow in this order: N370S GC, FEN1 inhibitor, TDP1 block
CCC(C)N(C(=O)Cn1nnc(-c2ccc(Cl)cc2)n1)C1CCS(=O)(=O)C1 (stereo unspecified)
→ ?, -5%, -4%
CCC1=C/C(=C\c2ccc3c(c2)OCO3)C(=O)S1
→ 24%, ., -2%
COc1ccc(NS(=O)(=O)c2cc(NC(=O)c3cc(=O)c4ccccc4o3)ccc2OC)cc1
→ -7%, -13%, 2%

# (cont.)
N370S GC	SMILES	FEN1 inhibitor	TDP1 block
-3%	CCCCCc1ccc(OCCC[n+]2ccccc2)c(CCCCC)c1	-8%	.
6%	N/C(=N\c1nc(C(F)(F)F)cc(=O)[nH]1)Nc1ccc(Cl)cc1	.	1%
13%	CC(C)(C)NC(=O)/C(=C/c1ccco1)c1ccccc1	-4%	6%
.	COc1ccc(CN(C)C(=O)Cc2ccc(OC)c(S(=O)(=O)N3CCOCC3)c2)cc1OC	-12%	1%
11%	COc1ccc(-c2ccc(C(=O)O)c(=O)[nH]2)cc1	1%	-3%
0%	O=C(Nc1c(Cl)cc(Cl)cc1C(=O)NCC1CCCO1)c1ccco1 (stereo unspecified)	5%	2%
2%	COc1ccc(Nc2nc3ccccc3nc2C)cc1	10%	4%
-21%	COc1ccc(Nc2nnc(-c3ccncc3)s2)cc1Cl	7%	.
-10%	Cc1ccccc1OCCC(=O)OCC(=O)NC1CCCCC1	8%	-3%[0.505 µM]
3%	Cc1nnc(SCC(=O)Nc2ccccc2)[nH]c1=O	-4%	-2%
-19%	O=C(OCc1nnc(-c2ccccc2)o1)c1cccc(S(=O)(=O)N2CCOCC2)c1	-8%	-4%
20%	N=C1C(c2nc3ccccc3s2)=C(O)CN1CCCO	4%	-7%
-1%	C=CCOc1ccc(CN(C)CC(O)COc2ccc(CCC(C)=O)cc2)cc1 (stereo unspecified)	-2%	1%
-6%	COc1ccccc1CNC(=O)Cn1cc(Br)ccc1=O	-4%	3%
.	COC(=O)c1n[nH]n(-c2ccccc2)c1=O	4%	2%

# Next part.
N370S GC	SMILES	FEN1 inhibitor	TDP1 block
0%	CCCSC1=N/C(=C\C=C\c2ccco2)C(=O)S1	50µM*	.
4%	Cc1noc(C)c1S(=O)(=O)N(CC(=O)NC1CCC(C)CC1)c1ccc(C(C)C)cc1 (stereo unspecified)	3%	4%
-9%	CCCN1CCN(c2ncnc3scc(C4COc5ccccc5O4)c23)CC1 (stereo unspecified)	-4%	0%
-1%	CC(=O)Nc1cccc(N(C)S(C)(=O)=O)c1	0%	7%
-3%	c1ccc(NCc2ccccn2)cc1	-3%	6%
12%	S=C1NC2=C(CCC/C2=C\c2ccc(Cl)cc2)C(c2ccc(Cl)cc2)N1 (stereo unspecified)	17%	4%
?	Clc1ccccc1CSc1nnc(-c2ccccn2)n1Cc1ccco1	-18%	0%
9%[12.8 µM]	CCCCCCC#CC1C=CC(Oc2ccc(C=O)cc2)C(CO)O1 (stereo unspecified)	.	1%[21 µM]
12%	O=C(N/N=C/c1cn(-c2ccccc2)nc1-c1ccc(F)cc1)c1ccc2c(c1)OCO2	-7%	5%
14%	CC1CCc2[nH]c3ccc(C(=O)Nc4ccc(C(=O)N(C)C)cc4)cc3c2C1 (stereo unspecified)	0%	-1%
.	O=C(CNC(=O)C1CCCCC1)OCC(=O)c1ccc(-c2ccccc2)cc1	-1%	0%
-13%	CCc1ccccc1NC(=O)CN1CCN(CC(=O)Nc2cc(C)ccc2OC)CC1	10%	10%
.	O=C1CC(c2ccccc2)Cc2[nH]c(=O)c(C(=O)Nc3ccc(OC(F)(F)F)cc3)cc21 (stereo unspecified)	-1%	-2%
1%	CCOC(=O)C(=O)N1CCN(c2cc3c(cc2[N+](=O)[O-])n(C)c(=O)n3C)CC1	6%	1%
-1%	CCc1nc2cccnc2n1-c1ccc(CC(=O)NC(C)CC)cc1 (stereo unspecified)	-6%	.

# Carrying on.
N370S GC	SMILES	FEN1 inhibitor	TDP1 block
-12%	CC(C)c1ccc(OCC(O)CN2CCN(c3ccccn3)CC2)cc1 (stereo unspecified)	14%	.
-1%	COc1ccc(CCNC(=O)CNCC2CCCO2)cc1OC (stereo unspecified)	-3%	-1%
1%	O=C(CCNC(=O)c1ccccc1Cl)Nc1cc(C(F)(F)F)ccc1N1CCCC1	-3%	0%
-13%	COc1ccc(C(=O)c2sc(Nc3ccccc3)nc2N)cc1OC	-13%	.
1%	Cc1cc(C(=O)COC(=O)c2n[nH]c3ccccc23)c(C)n1CC1CCCO1 (stereo unspecified)	6%	6%
-7%	CC(C(=O)N1CCCCC1)N1C(=O)c2ccccc2C1=O (stereo unspecified)	-2%	0%
-20%	N#C/C(=C(/O)COc1ccccc1)c1nc2ccccc2s1	2%	5%
2%	COc1ccc(CNC(=O)Cn2nnc(-c3ccc(NC(=O)C4CCCCC4)cc3)n2)cc1	-7%	1%
.	Cc1ccc2c(c1)-c1onc(C(=O)N3CCN(c4ccc(Cl)cc4)CC3)c1CO2	7%	3%
.	CCn1c(C)c(C)c2cc(C(=O)NCCc3cc(OC)ccc3OC)ccc21	-7%	8%
-9%	CNC(=O)c1ccc(NC(=O)C2CCN(c3ncnc4sc(C)c(C)c34)CC2)cc1	-1%	3%
0%	O=C(c1ccc2c(c1)OCO2)N(c1ccccc1)C1C=CS(=O)(=O)C1 (stereo unspecified)	0%	2%
10%	Cc1cc(C)c(S(=O)(=O)N2CCCC(C(=O)NCCC3=CCCCC3)C2)c(C)c1 (stereo unspecified)	-5%	0%
1%	O=S(=O)(NC1CCCCC1NCc1ccco1)c1ccc(Cl)cc1 (stereo unspecified)	0%	1%
3%	S=c1[nH]nc(CCc2nc3ccccc3[nH]2)n1-c1cccc(Cl)c1	-1%	-2%

# 4 consecutive compounds out of the list so far, quoted:
N370S GC	SMILES	FEN1 inhibitor	TDP1 block
.	Cc1ccc2c(c1)-c1onc(C(=O)N3CCN(c4ccc(Cl)cc4)CC3)c1CO2	7%	3%
.	CCn1c(C)c(C)c2cc(C(=O)NCCc3cc(OC)ccc3OC)ccc21	-7%	8%
-9%	CNC(=O)c1ccc(NC(=O)C2CCN(c3ncnc4sc(C)c(C)c34)CC2)cc1	-1%	3%
0%	O=C(c1ccc2c(c1)OCO2)N(c1ccccc1)C1C=CS(=O)(=O)C1 (stereo unspecified)	0%	2%

# (further entries)
N370S GC	SMILES	FEN1 inhibitor	TDP1 block
25%	CN(C)CCN1C(=O)C(O)=C(C(=O)c2cc3ccccc3o2)C1c1ccc(N(C)C)cc1 (stereo unspecified)	-12%	0%
?	Cc1ccc(C2(C)NC(=O)N(CC(=O)Nc3ccc4[nH]c(=O)[nH]c4c3)C2=O)cc1 (stereo unspecified)	?	-4%
4%	C=CCn1c(C(CCCC)CC(O)COCCC)n[nH]c1=S (stereo unspecified)	2%	0%
-16%	Cc1cc(CN(C)C(=O)c2ccc3nc(Cc4ccccc4F)oc3c2)on1	12%	0%
.	O=C(COc1ccc(-c2nnco2)cc1)Nc1ccc(F)c(Cl)c1	-3%	1%
-4%	Cc1[nH]n(-c2ccc(C(=O)O)cc2)c(=O)c1CCO	-1%	6%
6%	CCC(=O)N(Cc1cc2cc(OC)ccc2[nH]c1=O)c1ccccc1C	-13%	-2%

# Part of the list above in a different format.
> O=C(COc1ccc(-c2nnco2)cc1)Nc1ccc(F)c(Cl)c1
  N370S GC = . | FEN1 inhibitor = -3% | TDP1 block = 1%
> Cc1[nH]n(-c2ccc(C(=O)O)cc2)c(=O)c1CCO
  N370S GC = -4% | FEN1 inhibitor = -1% | TDP1 block = 6%

# Screening results: PubChem, National Center for Advancing Translational Sciences (NCATS)
